Bioassay records from PubChem.
EPAC2 antagonist = antagonists of human EPAC2; Q8WZA2; EPAC2 GEF exchange of Rap1B-BODIPY-GDP, fluorescence; Potency, µM (doses to about 114 µM), for inactives: at the highest dose activity, negative = inhibition, most hits filed as inhibitors; 0.18% of 360,000 active; AID 720708; also: % is scaled to controls: 0 for no effect and ±100 for the full control effect; nearly all actives have a fitted effect of over 45% in size; many of its hits are not listed in these tables
FUS suppressor = FUS proteinopathy suppression in yeast. AID 1347120. S. cerevisiae FUS-expressing, growth rescue, OD600, 24 h. Potency, µM (highest dose often 76.6 µM), inactives show top-dose growth rescue (activation), actives largely listed as activators. 0.24% of 390,000 active;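 also: plate controls were DMSO vehicle for no effect and reference control for full effect; nearly all actives have a fitted effect of over 55% in size; some results filed as inactive show a strong effect at the top dose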
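Galactose (2%) drives FUS expression in yeast precultured in raffinose; seeding density OD 0.005. Test compounds incubated 24hr at 30C and 99% humidity before absorbance at 600 nm was measured.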
EPAC1 antagonist = EPAC1 (human) antagonism. EPAC1 GEF assay, Rap1b-BODIPY-GDP exchange fluorescence. O95398. Potency, µM (top dose mostly 115 µM), without a hit: top-dose activity change, negative = inhibition, hits mostly inhibitors. 0.14% of 360,000 active;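 also: plate controls were vehicle for no effect and positive control for full effect; nearly all actives have a fitted effect of over 50% in size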
Target sequence (O95398 whole entry, looked up): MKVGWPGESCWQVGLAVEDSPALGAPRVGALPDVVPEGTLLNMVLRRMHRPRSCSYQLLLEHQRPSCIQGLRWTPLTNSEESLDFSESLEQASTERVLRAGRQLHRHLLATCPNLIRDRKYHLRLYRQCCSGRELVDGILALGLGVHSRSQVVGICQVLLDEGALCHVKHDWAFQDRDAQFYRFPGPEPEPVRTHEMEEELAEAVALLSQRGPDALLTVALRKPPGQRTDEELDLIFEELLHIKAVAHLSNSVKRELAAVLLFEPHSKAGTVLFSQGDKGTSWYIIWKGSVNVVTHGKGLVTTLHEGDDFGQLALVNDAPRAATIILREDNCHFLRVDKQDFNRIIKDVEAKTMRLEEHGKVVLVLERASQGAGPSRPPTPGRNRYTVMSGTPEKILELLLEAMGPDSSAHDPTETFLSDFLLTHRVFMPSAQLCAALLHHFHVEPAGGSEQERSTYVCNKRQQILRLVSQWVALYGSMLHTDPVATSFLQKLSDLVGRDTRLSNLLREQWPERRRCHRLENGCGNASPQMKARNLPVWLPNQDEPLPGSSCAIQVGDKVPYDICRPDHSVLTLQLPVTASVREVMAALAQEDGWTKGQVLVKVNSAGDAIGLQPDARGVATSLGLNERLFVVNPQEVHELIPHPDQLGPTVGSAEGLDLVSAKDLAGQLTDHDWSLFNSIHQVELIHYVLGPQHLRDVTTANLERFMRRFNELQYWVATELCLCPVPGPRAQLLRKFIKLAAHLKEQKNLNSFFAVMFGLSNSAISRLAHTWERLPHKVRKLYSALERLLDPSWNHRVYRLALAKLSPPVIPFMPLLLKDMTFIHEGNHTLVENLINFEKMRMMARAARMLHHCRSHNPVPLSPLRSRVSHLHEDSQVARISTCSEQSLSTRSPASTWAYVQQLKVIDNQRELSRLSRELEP
EPAC2 agonist = activates human EPAC2 exchange factor; Q8WZA2; EPAC2 activation, biochemical qHTS; response scale: 100% = 6.5 mM cAMP response; Potency, µM (highest dose often 154 µM), for the others: at the top dose activation, most hits filed as activators; 0.079% of 360,000 active; AID 720711; also: nearly all actives have a fitted effect of over 50% in size
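EPAC2 (100 nM) mixed with Rap1B loaded with BODIPY-GDP (250 nM) plus 50 uM unlabeled GDP; compounds pinned in, 5 min RT, then read every 5 min for 30 min (ex 480, em 540 nm). Normalized to cAMP control.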
PTHR1 agonist = PTHR1 (human) receptor agonism. Q03431. HEK293 GP2 PTHR1 cells, GloSensor cAMP luminescence, 1 h. Potency, µM (doses to about 115 µM), inactives show at the top dose activation, actives largely listed as activators. 0.075% of 410,000 active. AID 743266; also: nearly all actives have a fitted effect of over 55% in size; some results filed as inactive show a strong effect at the top dose; inactives centre near -15; many of its hits are not listed in these tables
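HEK-293-derived GP2 cells expressing PTHR1 and a GloSensor cAMP reporter, 3,000/well, plated overnight, given luciferin plus IBMX (each 0.5 mM as added) for 1 h at 37 °C, then compound for 1 h at 37 °C. Luminescence was read after 15 min at room temperature.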
aSyn rescue = inhibitors of alpha-synuclein toxicity in yeast | Yeast expressing alpha-synuclein, growth rescue, BacTiter-Glo, 24 h | Potency, µM (titrated, usually from 46.1 µM), for inactives: at the highest dose growth rescue (activation), actives largely listed as activators | 0.14% of 370,000 active; also: % of control where 0% means no effect; nearly all actives have a fitted effect of over 65% in size
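Screening used galactose-induced yeast with toxic alpha-synuclein levels, exposed to compound for 24 hr at 30 deg C. Cell growth, read with BacTiter-Glo luminescence, gave the measured signal.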
TDP-43 yeast inh = rescues yeast growth from TDP-43 toxicity. Potency, µM (highest dose often 46.1 µM), for the others: at the top dose growth rescue (activation), actives largely listed as activators. TDP-43 expressing yeast growth rescue, BacTiter-Glo, 24 h. 1.8% of 410,000 active. AID 652104; also: % of control where 0% means no effect; nearly all actives have a fitted effect of over 50% in size
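Yeast cells expressing TDP-43 under galactose induction are exposed to compounds for 24 hr at 30 deg C. BacTiter-Glo luminescence measures growth, so protective compounds score as activators.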
EPAC1 ag = activates human EPAC1 exchange factor; O95398; EPAC1 agonist qHTS, biochemical assay; response scale: 100% = response to 6.5 mM cAMP; Potency, µM (top dose mostly 154 µM), without a hit: at the top dose activation, usual class: activators; 0.073% of 360,000 active; also: nearly all actives have a fitted effect of over 60% in size
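Compounds were pinned as a concentration titration into mixtures of EPAC1 (100 nM), BODIPY-GDP-loaded Rap1B (250 nM) and GDP (50 uM). After 5 min at room temperature, fluorescence was followed for 30 min; activity was scaled to 6.5 mM cAMP.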
An asterisk follows results filed as active; i = inactive; ? = inconclusive; / = no result given; [ ] = another dose, or the depositor's remark. Calls follow the shape of the dose curve; as a rule, active = well fitted curve in the direction sought with a large enough effect; inconclusive = small, poorly fitted or top-dose-only effect, or another doubt; inactive = no such curve, though single readings can be large; an effect the other way counts as inactive or inconclusive. Potency is read from the fitted curve at half-maximal effect.

| Compound | EPAC2 antagonist | FUS suppressor | EPAC1 antagonist | EPAC2 agonist | PTHR1 agonist | aSyn rescue | TDP-43 yeast inh | EPAC1 ag |
| --- | --- | --- | --- | --- | --- | --- | --- | --- |
| COc1ccc(C(C#N)N2N=C(C)CC2c2ccccc2)cc1OC (centres undefined) | ? | -7.2% | -4.7% | 1.4% | -17.6% | 2.9% | 23.5% | -3.9% |
| O=C(CSC1=NS(=O)(=O)c2cc(Cl)ccc2N1)Nc1ccccc1C(F)(F)F | 1.6% | 22.9% | 2.7% | -0.3% | -16.1% | 0.4% | -3.1% | -8.4% |
| Cc1c(C(=O)Nc2cc(S(=O)(=O)N3CCOCC3)ccc2N2CCN(C)CC2)oc2ccccc12 | -21.1% | 5.0% | -18.4% | 9.2% | ? | -0.5% | -19.6% | 5.3% |
| C=CCOc1ccc(/C=C2\SC(N3CCCCC3)=NC2=O)cc1 | -5.8% | -29.8% | 5.0% | -1.2% | i | 1.4% | 20.4% | 2.4% |
| CC1CCC(C(C)C)C(OCC(O)C[N+]2(C)CCCCC2)C1 (centres undefined) | 1.5% | -0.6% | -1.6% | 1.8% | -8.0% | 0.6% | 8.8% | 5.8% |
| COCCNS(=O)(=O)c1ccc(OCC(=O)N2CCc3ccccc3C2)c(Cl)c1 | -2.4% | 23.9% | 2.8% | 1.0% | -38.7%[inhibitor] | 2.4% | 10.4% | 0.8% |
| CCN(CC)c1nc(C)c(C(C)=O)cc1C#N | -8.3% | -6.5% | 0.9% | 7.4% | -0.6% | 8.9% | ? | -3.1% |
| O=C(COC(=O)CCc1c[nH]c2ccccc12)Nc1ccccc1 | 0.0% | 4.3% | -24.7% | -2.2% | 14.6% | -2.7% | 9.9% | -3.9% |
| CC1(c2ccccc2)NC(=O)N(CC(=O)N2CCN(S(=O)(=O)c3cccc(C(F)(F)F)c3)CC2)C1=O (centres undefined) | -4.6% | 37.2% | -9.1% | 5.9% | -12.6% | -6.9% | 11.0% | -1.3% |
| COc1ccc(N2CCN(CC(O)COC(C)(C)C)CC2)cc1 (centres undefined) | -0.6% | -23.5% | -16.3% | 1.0% | i | -0.3% | 12.5% | 2.9% |
| Cc1cc(C)n2nc(C(=O)NNC(=O)c3ccc(Cl)cc3)nc2n1 | -5.9% | 3.0% | -3.6% | 7.6% | -4.2% | -7.3% | 4.2% | 5.4% |
| CCCCOC(=O)C1[C@H]2C(=O)N(CCc3ccccc3)C[C@]23C=C[C@H]1O3 (some centres undefined) | -9.7% | 7.0% | -2.5% | 14.2% | i | 10.0% | -8.9% | 9.4% |
| CC1=CC(C)C(CN(CCC[N+](C)(C)C)C(=O)Nc2ccccc2)C(C)C1 (centres undefined) | -1.3% | 10.1% | -16.2% | 9.4% | 10.4% | 1.2% | -1.4% | -1.9% |
| C/C(=N\N1CCN(Cc2ccccc2Cl)CC1)c1ccc(F)cc1 | -15.7% | 4.8% | -4.9% | 13.5% | -75.2%[inhibitor] | -5.6% | -19.2%[1.82 µM] | 1.3% |
| N/C(=N\OC(=O)Nc1ccccc1)c1ncc([N+](=O)[O-])s1 | 2.6% | -13.3% | 1.6% | 4.6% | -9.7% | 6.3% | -11.1% | 0.9% |
| CCN(CC1CCCN(CCc2cccc(OC)c2)C1)C(=O)c1ccoc1C (centres undefined) | -2.7% | 7.0% | -12.5% | 12.8% | i | -2.5% | -4.8% | 8.0% |
| O=C(NCc1ccccn1)c1cc(-c2ccc(Cl)cc2)nc2ccccc12 | 6.0% | / | -2.1% | -1.2% | -25.3% | -12.1% | 13.6% | -19.5% |
| COc1cccc(NC(=O)COC(=O)c2c(NC(C)=O)sc(C)c2C)c1 | -2.6% | 5.2% | -11.6% | -3.4% | -3.6% | -3.5% | 11.7% | -3.5% |
| O=C(N/C=C/n1cnc2cc(C(F)(F)F)ccc21)c1ccccc1F | -5.8% | -28.3% | -6.8% | -7.9% | -12.8% | 5.0% | 0.0% | -4.1% |
| CC1(C(=O)NC2CCCCCCC2)CCC(=O)N1Cc1ccco1 (centres undefined) | -15.2% | 13.7% | -4.0% | 12.6% | -9.9%[57.5 µM] | -17.5% | -19.4% | 4.5% |
| CCC(C)(C)c1nnc(NC(=O)CCC2CCCCC2)s1 | 0.9% | -17.4% | -25.4% | 0.2% | i | -0.2% | 8.4% | 3.5% |
| CCCCCC(=O)N1C[C@@H](O)[C@H](n2cc(COC(=O)c3ccccc3)nn2)C[C@@H]1c1ccc(C)cc1 | 1.8% | 44.1% | -15.1% | 2.3% | -38.7%[inhibitor] | 8.4% | 21.4% | -7.7% |
| CCCOC(=O)c1ccc(NC(=O)C2CCCO2)cc1 (centres undefined) | -1.4% | 8.3% | -5.9% | -2.7% | -16.5% | 1.6% | ? | 0.0% |
| Cc1c(CCO)c(=O)n2c([nH]c3ccccc32)c1C#N | 3.5% | -7.9% | 1.2% | 6.0% | -24.7% | 4.0% | 3.6% | -1.3% |
| CCCCC1=CC2=CC(=O)C(C)(OC(=O)CC)C(=O)C2=CN1CCc1ccccn1 (centres undefined) | 4.5% | 30.2% | -19.3% | 0.9% | 22.0% | 0.5% | -19.7% | -6.7% |
| Cc1ccc2nc(SCC(=O)NCc3ccco3)nc(=O)n2c1 | -4.6% | 0.9% | 5.1% | 1.8% | -23.6% | -4.2% | ? | 3.9% |
| COc1ccc(NC(=O)COc2ccc(/C=C/c3cc[n+](C)cc3)cc2OC)cc1 | 10.4% | 9.7% | 0.9% | 1.7% | -4.5% | -0.4% | 5.2% | 10.9% |
| CCCNC(=O)C1(C)CCN1C(=O)c1ccccc1CCc1ccccc1 (centres undefined) | 15.6% | 8.6% | 11.4% | 8.2% | i | ? | 19.3% | 3.3% |
| CC(C)(C)OC(=O)C[C@H]1C/C=C\C[C@@H](CC(=O)NCCO)C(=O)N2CCC[C@H]2COC1=O | 15.2% | -15.9% | 7.8% | 9.2% | -24.0% | -0.9% | 9.4% | 5.6% |
| Cn1cccc1C(=O)NCC1COc2ccccc2O1 (centres undefined) | -5.3% | 9.0% | 3.1% | 4.6% | -9.3% | -3.5% | 13.9% | 1.0% |
| O=S(=O)(c1ccc(OCC(O)CNCc2ccco2)c(Cl)c1)N1CCOCC1 (centres undefined) | 0.5% | 24.3% | 8.0% | -3.1% | -20.7%[57.5 µM] | 0.8% | 5.1% | -2.0% |
| Cc1nc2c(Br)cc(Br)cc2cc1O | -24.1% | 14.5% | -21.5% | 9.1% | -9.6%[57.5 µM] | -14.6% | ? | 6.8% |
| O=C(NCCc1ccccc1)c1cc(Sc2cccc(Cl)c2)nc2ccccc12 | / | -11.5% | / | / | -50.3%[inhibitor] | -6.7% | 12.1% | / |
| CCCCN1C[C@H](c2ccc(OC)cc2)[C@@H](CC(=O)Nc2ccc(OC)cc2)C1=O | -5.2% | 17.9% | 1.5% | 5.7% | -20.1% | -9.6% | 0.9% | -11.6% |
| Cc1nc(C)n(C(Oc2ccc(Cl)cc2Cl)C(=O)C(C)(C)C)n1 (centres undefined) | ? | 23.5% | -13.7% | 12.1% | i | 1.5% | -14.3% | -1.0% |
| C#CC[N+](CC)(CC)CC#Cc1ccccc1 | 2.9% | 19.8% | -22.4% | 8.8% | -8.3% | 0.0% | -7.5% | 3.9% |
| Cc1ccc(N2C(=O)N(CC(=O)N3c4ccccc4CC3C)C(=O)C2C)cc1 (centres undefined) | -1.4% | 38.3% | 10.8% | 1.3% | i | 5.6% | 1.0% | 2.8% |
| O=C(c1cccc(C(F)(F)F)c1)N(c1ccccn1)C1CCCCC1 | -11.8% | 1.7% | -8.5% | 4.6% | -14.1% | 7.7% | -4.4% | 4.2% |
| CCc1nnc(NC(=O)CSc2nnc(C)n2Cc2ccccc2)s1 | 4.7% | / | -5.4% | -8.7% | i | 0.3% | 9.5% | 2.9% |
| COc1ccc(-n2c(C)cc(C(=O)COC(=O)c3cc(NC(=O)c4cccs4)c(OC)c(OC)c3)c2C)cc1 | 0.8% | ? | -9.2% | -0.7% | i | 0.3% | -3.0% | -6.8% |
| O=C(CSc1ccc(Cl)cc1)c1ccco1 | -1.8% | 39.3% | ? | 2.3% | -24.6%[57.5 µM] | -1.0% | 7.4% | 4.3% |
| Cn1cccc1CC(=O)N/N=C/c1cccc([N+](=O)[O-])c1 | -7.0% | 24.0% | -9.7% | 7.0% | i | -0.1% | 1.6% | 6.9% |
| COc1c(Cl)cc(Cl)cc1C(=O)Nc1ccc(CN2CCCCC2)cc1 | 7.5% | -2.2% | 8.0% | -1.3% | i | 0.4% | -5.8%[9.22 µM] | 0.2% |
| S=C1NCCc2ccc(Cl)cc2C1c1ccccc1 (centres undefined) | -3.5% | 33.9% | -13.4% | 5.6% | i | ? | 14.1µM* | 22.5% |
| CCN1CCN(c2nc3c(c(=O)n(C)c(=O)n3C)n2Cc2cccc3ccccc23)CC1 | 6.9% | 6.8% | -0.9% | -0.4% | -7.9%[57.5 µM] | 2.1% | -16.4% | -4.2% |
| O=C(Nc1cccc2ncccc12)c1ccccc1F | -14.5% | -21.1% | 7.3% | -3.0% | -24.2% | 7.4% | 17.0% | 7.5% |
| COc1ccc(Cn2c(-c3ccco3)nc3oc4cc(OC)ccc4c(=O)c3c2=O)cc1 | -4.0% | 17.5% | -0.8% | 16.7% | i | 0.5% | -25.2% | 6.8% |
| CC(=O)c1c(N2CCOCC2)[nH]c(-c2ccccc2)nc1=S | -10.0% | 6.2% | -14.6% | 10.0% | -20.4% | -1.7% | 16.9% | 0.8% |
| CC(NC(=O)c1noc2c1CCCC2)c1ccccc1 (centres undefined) | -1.9% | / | 0.4% | 3.8% | i | -14.6% | -1.0% | 3.4% |
| O=C1CCCCC1c1cccc2ccccc12 (centres undefined) | -13.0% | 10.8% | 7.2% | 23.7% | i | 8.5% | ? | 3.9% |
| O=C(Cn1nnc(-c2ccccc2-n2cnnn2)n1)c1ccccc1 | -2.9% | 2.9% | 7.9% | 8.1% | -24.6%[57.5 µM] | -1.5% | -15.0% | -0.5% |

Arranged by formula weight (falling): part of the list above.
| Compound | EPAC2 antagonist | FUS suppressor | EPAC1 antagonist | EPAC2 agonist | PTHR1 agonist | aSyn rescue | TDP-43 yeast inh | EPAC1 ag |
| --- | --- | --- | --- | --- | --- | --- | --- | --- |
| O=C(Cn1nnc(-c2ccccc2-n2cnnn2)n1)c1ccccc1 | -2.9% | 2.9% | 7.9% | 8.1% | -24.6%[57.5 µM] | -1.5% | -15.0% | -0.5% |
| O=C(CSc1ccc(Cl)cc1)c1ccco1 | -1.8% | 39.3% | ? | 2.3% | -24.6%[57.5 µM] | -1.0% | 7.4% | 4.3% |
| O=C1CCCCC1c1cccc2ccccc12 (centres undefined) | -13.0% | 10.8% | 7.2% | 23.7% | i | 8.5% | ? | 3.9% |

Only part of the results is shown. The share of hits here may be higher or lower than overall.
